Tau fluor cs – counter-screen for tau fibril formation inhibitors; tau K18 P301L Alexa594 fluorescence, heparin fibrillization; Potency, µM (titrated, usually from 57.7 µM), inactives show at the highest dose activity change, negative = decrease; actives 0.93% (n = 280,000); note: % is set by controls: 0 for no effect and ±100 for the full control effect; nearly all actives have a fitted effect of over 55% in size
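Human tau K18 P301L (15 uM unlabeled, 0.24 uM Alexa 594-labeled) in 100 mM sodium acetate pH 7 with 20 uM heparin, 6 hr at 37 C. ThT 30 uM added, 1 hr ambient; Alexa 594 FP and total fluorescence read at 555/632 nm.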
HTT aggregate – reduces HttQ103-GFP aggregates in PC12 cells. PC12 HttQ103-GFP aggregates, Acumen cytometry, 40 h. Potency, µM (top dose mostly 46.1 µM), for the others: at the top dose activity change, negative = inhibition, hits mostly inhibitors. actives 1.1% (n = 220,000). AID 1688; note: % is set by controls: 0 for no effect and ±100 for the full control effect; nearly all actives have a fitted effect of over 60% in size
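Huntingtin Q103 exon 1–GFP aggregates in induced PC12 cells (100 nM tebufenozide) were quantified by cytometry from lysates, with compounds dosed in titration.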
Tau fibril ThT – blocks human tau fibril formation measured by thioflavin T. AID 1460. Potency, µM (titrated, usually from 57.4 µM), inactives show top-dose activity, negative = inhibition, most hits filed as inhibitors. P10636. recombinant tau K18 P301L (four-repeat tau fragment), heparin-induced fibrillization, ThT fluorescence. actives 2.1% (n = 270,000); note: % is set by controls: 0 for no effect and ±100 for the full control effect; nearly all actives have a fitted effect of over 55% in size
Target sequence (P10636 561-689 P618L limits assumed): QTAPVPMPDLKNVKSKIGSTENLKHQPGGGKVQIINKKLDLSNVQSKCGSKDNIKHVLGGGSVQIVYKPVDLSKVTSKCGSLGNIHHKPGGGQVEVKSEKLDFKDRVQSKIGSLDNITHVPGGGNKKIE
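Heparin-induced (20 uM) aggregation of recombinant human K18 P301L tau, 15 uM unlabeled with 0.24 uM labeled, pH 7 acetate buffer, 6 hr at 37 C with compound. Fibrils quantified by 30 uM ThT fluorescence after 1 hr ambient incubation.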
SMN2 splice up – enhancers of SMN2 splice variant expression; HEK293 SMN2-luciferase splicing reporter, luminescence, 30-36 h; Potency, µM (titrated, usually from 46.1 µM), for inactives: at the top dose activity change, positive = activation, hits mostly activators; actives 2.8% (n = 210,000); note: % of control where 0% means no effect; nearly all actives have a fitted effect of over 55% in size
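HEK293 cells carry an SMN2 […]–luciferase reporter in which exon 7 inclusion puts luciferase in frame. Cells were plated 10-12 h before compound addition, then incubated 30-36 h at 37C. ONE-Glo luminescence was read; sodium butyrate at 4.5 mM final served as control.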
Tau FP inhib – inhibitors of human tau fibril formation; K18 P301L tau heparin fibrillization, Alexa594 FP, 6 h; Potency, µM (top dose mostly 57.7 µM), for the others: top-dose activity, negative = inhibition, usual class: inhibitors; actives 0.39% (n = 280,000); P10636; AID 1468; note: % is set by controls: 0 for no effect and ±100 for the full control effect; nearly all actives have a fitted effect of over 55% in size
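Read-out: fluorescence polarization of Alexa 594-labeled tau (0.24 uM), 555 nm excitation, 632 nm emission. Mixtures held 15 uM unlabeled K18 P301L, compound and 20 uM heparin, pH 7 acetate buffer, incubated 6 hr at 37 C.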
JMJD2E inh – blocks human JMJD2E demethylase activity; actives 1.6% (n = 230,000); Potency, µM (series often up to 57.1 µM), for inactives: at the top dose activity change, negative = inhibition, hits mostly inhibitors; JMJD2E catalytic domain, FDH-coupled NADH fluorescence (FDH is formaldehyde dehydrogenase); active = well fitted inhibition curve with a large enough effect, not every such curve was filed as active; inconclusive = small, poorly fitted or top-dose-only effect, or another doubt; inactive = no such curve, though single readings can be large or run the other way;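 note: 0% = wells with enzyme and -100% = buffer wells without enzyme; nearly all actives have a fitted effect of over 50% in size; many of its hits are not listed in these tables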
Target sequence (B2RXH2 1-337 limits assumed): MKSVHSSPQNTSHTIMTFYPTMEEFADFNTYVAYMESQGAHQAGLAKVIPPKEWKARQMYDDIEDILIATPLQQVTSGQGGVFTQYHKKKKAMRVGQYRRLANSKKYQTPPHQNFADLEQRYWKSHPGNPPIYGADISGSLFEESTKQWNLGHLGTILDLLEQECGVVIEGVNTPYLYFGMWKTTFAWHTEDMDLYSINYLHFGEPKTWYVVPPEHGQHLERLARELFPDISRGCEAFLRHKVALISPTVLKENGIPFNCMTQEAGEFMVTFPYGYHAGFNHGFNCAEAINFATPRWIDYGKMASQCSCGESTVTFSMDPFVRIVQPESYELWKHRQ
HTT cytoprotect – protects HTT-Q103 PC12 cells, measured by ATP. PC12 HTT-Q103 induced, cytoprotection, ATP luminescence, 40 h. Potency, µM (top dose mostly 56.4 µM), without a hit: cytoprotection (ATP increase), usual class: activators. actives 0.14% (n = 230,000);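 note: % of control where 0% means no effect; nearly all actives have a fitted effect of over 45% in size; toxic huntingtin expression switched on by the ecdysone agonist tebufenozide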
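Cells were plated at 1500 per well in phenol red-free DMEM with 5% equine and 5% calf serum. Tebufenozide (100 nM final) and compounds were added, then ATPlite reagent, and luminescence was read.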
ALDH1A1 block – blocks purified human ALDH1A1 activity | Purified ALDH1A1, NADH fluorescence, propionaldehyde substrate | AID 1030 | actives 7.3% (n = 220,000) | Potency, µM (highest dose often 75.3 µM), for inactives: at the highest dose activity, negative = inhibition, actives largely listed as inhibitors | P00352; active = well fitted inhibition curve with a large enough effect, not every such curve was filed as active; inconclusive = small, poorly fitted or top-dose-only effect, or another doubt; inactive = no such curve, though single readings can be large or run the other way;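 note: plate controls were no enzyme wells and a reference inhibitor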
Target sequence (P00352 whole entry, looked up): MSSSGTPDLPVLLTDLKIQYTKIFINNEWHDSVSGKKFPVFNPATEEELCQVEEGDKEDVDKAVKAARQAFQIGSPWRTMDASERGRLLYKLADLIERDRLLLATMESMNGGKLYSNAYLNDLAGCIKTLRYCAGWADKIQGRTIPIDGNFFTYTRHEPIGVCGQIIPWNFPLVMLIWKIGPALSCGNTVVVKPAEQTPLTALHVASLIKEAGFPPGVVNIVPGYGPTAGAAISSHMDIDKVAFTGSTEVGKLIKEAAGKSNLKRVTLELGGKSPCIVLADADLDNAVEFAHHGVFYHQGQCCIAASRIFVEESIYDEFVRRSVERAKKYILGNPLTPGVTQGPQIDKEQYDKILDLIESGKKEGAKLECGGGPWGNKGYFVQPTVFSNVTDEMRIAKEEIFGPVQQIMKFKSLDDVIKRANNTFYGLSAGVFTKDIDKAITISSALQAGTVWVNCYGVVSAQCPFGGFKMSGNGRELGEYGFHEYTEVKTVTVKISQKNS
* hit, by the source's call; ? = inconclusive; . = no result given; & = joins results of further samples; [ ] = dose if it differs, or a comment. Unless noted, calls come from the whole dose curve; as a rule, active = well fitted curve in the direction sought with a large enough effect; inconclusive = small, poorly fitted or top-dose-only effect, or another doubt; inactive = no such curve, though single readings can be large; an effect the other way counts as inactive or inconclusive. Potency is the fitted concentration of half-maximal effect.

SMILES	Tau fluor cs	HTT aggregate	Tau fibril ThT	SMN2 splice up	Tau FP inhib	JMJD2E inh	HTT cytoprotect	ALDH1A1 block
FC(F)(F)c1cccc(N2CCNCC2)c1	2%&-2%&1%	.	9%&-3%&-2%	-17%&-9%	?	-6%&-12%	-47%[inhibitor]	-6%
COC1=CCC2([N+](=O)[O-])CN(C)CC1([N+](=O)[O-])C2 (configuration not stated)	8%	-9%	8%	14%	-3%	-4%	-2%[10 µM]	?
CN1C(=O)CN=C(c2ccccc2)c2cc([N+](=O)[O-])ccc21	-13%	16%	-9%	.	-3%	-3%	-13%	.
c1ccc2c(c1)CNc1ccccc1O2	-13%	7%	-14%	12%	5%	-4%	-6%	-2%
O=C(CC[N+](=O)[O-])OCC1OC(O)C(OC(=O)CC[N+](=O)[O-])[C@@H](OC(=O)CC[N+](=O)[O-])C1OC(=O)CC[N+](=O)[O-] (some centres not stated)	-11%	.	?	-18%	?	-6%	.	1%
CN(C)/C=C/C(=O)C(Cl)(Cl)Cl	-16%	4%	-15%	.	-11%	-5%	-27%	-17%
COc1ccccc1NC(=O)c1oc2ccccc2c1NC(=O)c1ccccc1C(F)(F)F	?	.	-1%	-6%	?	.	.	.
Cc1ccccc1N1C(=O)NC(=O)/C(=C\c2ccc3c(c2)CCCN3Cc2ccccc2)C1=O	-2%	-21%	3%	-52%[inhibitor]	0%	-4%	-9%[10 µM]	?
COc1cccc(N2CCN(Cc3cccc(Cl)c3)CC2)c1	-18%	13%[9.22 µM]	?	11%	5%	-11%	4%	-5%
CCCCc1ccc2[nH]cc(CCN)c2c1	-14%	-4%	-16%	.	-5%	-4%	43%[0.074 µM]	7%
Cc1ccccc1N1C(=O)NC(=O)/C(=C\c2cnn(-c3ccccc3)c2)C1=O	4%	19%	-9%	20%	-1%	3%	5%[10 µM]	18µM*
CC(C)(C)N1C(=O)NC(=O)/C(=C\c2ccc3c(c2)CCN3CCCCl)C1=O	?	9%[9.22 µM]	.	.	-27%	?	-12%[10 µM]	.
C=CCn1c(O)c(C(C)=O)c(=O)[nH]c1=O (tested in a mixture with another compound)	1%	-1%[9.22 µM]	-6%	.	1%	0%	1%[10 µM]	.
CN1CCN(c2ccc(/C=C3\C(=O)NC(=S)N(c4cccc(Br)c4)C3=O)o2)CC1	-19%	?	16µM*	?	-14%	-6%	.	?
CCC1(OC(=O)CN)C(=O)OCc2c1cc1n(c2=O)Cc2cc3ccccc3nc2-1 (configuration not stated)	-26%	?	.	.	-7%	?	-86%[inhibitor][10 µM]	.
O=C1NC(=O)C(=CN2CCc3ccccc32)C(=O)N1	-20%	2%	10µM*	3%	?	-3%	-1%[10 µM]	11µM*
Cc1ccc(CN2CCCC(C(=O)c3cccc(C(F)(F)F)c3)C2)o1 (configuration not stated)	-9%	2%[9.22 µM]	-5%	.	-3%	8%	11%[10 µM]	7%
Cc1cc(C(=O)CS(=O)c2ccc(F)cc2)cc(C)c1OC(=O)N(C)C (configuration not stated)	7%	-1%	-11%	7%	-6%	-5%	10%[10 µM]	?
O=c1c2ccccc2nc(/C=C/c2ccc([N+](=O)[O-])o2)n1-c1ccc(O)cc1	3%	-20%	4%	-109%[inhibitor]	1%	7%	22%[10 µM]	?
Clc1cc(I)cc(Cl)c1NC1=NCCN1	-5%	.	-5%	11%	-3%	-5%	19%[1.9 µM]	5%
CCC(C(=O)Nc1ccccc1F)N1C(=O)CN=C(c2ccccc2)c2ccccc21 (configuration not stated)	-10%	.	-16%	-10%	4%	.	.	.
CCOC(=O)C(C)Oc1cc(C)cc2oc(=O)c3c(c12)CCCC3 (configuration not stated)	12%	11%	?	5%	-9%	13µM*	-11%	?
O=C(CN1C(=O)CCSc2ccccc21)N1CCC2(CC1)OCCO2	-10%	13%	-19%	4%	-4%	3%	9%[10 µM]	4%
Cc1cc(C)c(Cn2c(C(=O)O)c(C=O)c3ccccc32)c(C)c1	3%	17%	-6%	-45%[inhibitor]	-1%	-6%	-40%	14µM*

Quoted from above (twelve entries):
SMILES	Tau fluor cs	HTT aggregate	Tau fibril ThT	SMN2 splice up	Tau FP inhib	JMJD2E inh	HTT cytoprotect	ALDH1A1 block
C=CCn1c(O)c(C(C)=O)c(=O)[nH]c1=O (tested in a mixture with another compound)	1%	-1%[9.22 µM]	-6%	.	1%	0%	1%[10 µM]	.
CN1CCN(c2ccc(/C=C3\C(=O)NC(=S)N(c4cccc(Br)c4)C3=O)o2)CC1	-19%	?	16µM*	?	-14%	-6%	.	?
CCC1(OC(=O)CN)C(=O)OCc2c1cc1n(c2=O)Cc2cc3ccccc3nc2-1 (configuration not stated)	-26%	?	.	.	-7%	?	-86%[inhibitor][10 µM]	.
O=C1NC(=O)C(=CN2CCc3ccccc32)C(=O)N1	-20%	2%	10µM*	3%	?	-3%	-1%[10 µM]	11µM*
Cc1ccc(CN2CCCC(C(=O)c3cccc(C(F)(F)F)c3)C2)o1 (configuration not stated)	-9%	2%[9.22 µM]	-5%	.	-3%	8%	11%[10 µM]	7%
Cc1cc(C(=O)CS(=O)c2ccc(F)cc2)cc(C)c1OC(=O)N(C)C (configuration not stated)	7%	-1%	-11%	7%	-6%	-5%	10%[10 µM]	?
O=c1c2ccccc2nc(/C=C/c2ccc([N+](=O)[O-])o2)n1-c1ccc(O)cc1	3%	-20%	4%	-109%[inhibitor]	1%	7%	22%[10 µM]	?
Clc1cc(I)cc(Cl)c1NC1=NCCN1	-5%	.	-5%	11%	-3%	-5%	19%[1.9 µM]	5%
CCC(C(=O)Nc1ccccc1F)N1C(=O)CN=C(c2ccccc2)c2ccccc21 (configuration not stated)	-10%	.	-16%	-10%	4%	.	.	.
CCOC(=O)C(C)Oc1cc(C)cc2oc(=O)c3c(c12)CCCC3 (configuration not stated)	12%	11%	?	5%	-9%	13µM*	-11%	?
O=C(CN1C(=O)CCSc2ccccc21)N1CCC2(CC1)OCCO2	-10%	13%	-19%	4%	-4%	3%	9%[10 µM]	4%
Cc1cc(C)c(Cn2c(C(=O)O)c(C=O)c3ccccc32)c(C)c1	3%	17%	-6%	-45%[inhibitor]	-1%	-6%	-40%	14µM*

Next section.
SMILES	Tau fluor cs	HTT aggregate	Tau fibril ThT	SMN2 splice up	Tau FP inhib	JMJD2E inh	HTT cytoprotect	ALDH1A1 block
CN1C(=O)N(C)C(=O)C(CCc2ccncc2)(Cc2ccc3c(c2)OCO3)C1=O	-10%	4%	-10%	-10%	-1%	10%	6%[10 µM]	3%
O=[N+]([O-])c1cc(S(=O)(=O)c2ccc(O)c([N+](=O)[O-])c2)ccc1O	-16%	-5%	?	-7%	-1%	-1%	.	10%
O=C(c1cccc(N2CCCC2=O)c1)N1CCC2(CC1)OCCO2	-8%	7%[9.22 µM]	-9%	11%	-10%	3%	-4%	?
COC(=O)c1ccccc1N=Cc1c(O)[nH]c(=S)[nH]c1=O	5%	31%	-14%	-1%	-3%	?	-6%	-8%
COC(=O)C[C@](O)(CCCC(C)(C)O)C(=O)O[C@@H]1C(OC)=C[C@]23CCCN2CCc2cc4c(cc2[C@H]13)OCO4	-4%	0.16µM*	-5%	.	0%	-1%	-82%[inhibitor]	2%
O=C1C(Cl)=C(N2CCCCCC2)C(=O)N1c1ccccc1	?	19%	25µM*	7%	?	-10%	-8%	?
C=C(C)[C@]12C[C@@H](C)[C@@]34OC(Cc5ccccc5)(O[C@@H]1[C@@H]3C=C(COC(=O)Cc1cc(OC)c(O)cc1I)C[C@]1(O)C(=O)C(C)=C[C@@H]41)O2	?	.	-4%	.	-8%	.	.	-4%
CCCCOc1ccc(CCN)cc1Cl	4%	15%	-3%	?	3%	-3%	-9%[10 µM]	-6%
CNCC(O)c1ccc(O)cc1 (configuration not stated)	3%&-9%	-6%	0%&-6%	?	2%&1%	-3%&2%	4%	5%&5%
CCC(=NC(C)c1ccccc1)c1c(O)n(C)c(=O)n(C)c1=O (configuration not stated)	0%	?	1%	-71%[inhibitor]	2%	5%	25%[10 µM]	1%
CSC(=Nc1ccccc1)c1c(O)n(C)c(=O)n(C)c1=O	-17%	?	?	-5%	?	-23%	-7%	?
CC(NC(=O)Oc1ccccc1)C(c1cccs1)N1CCOCC1 (configuration not stated)	-3%	18%	-7%	-11%	1%	-5%	-6%[0.074 µM]	?
C[C@H](N)Cc1c[nH]c2ccc(OCc3cccs3)cc12	-27%	.	-17%	.	15%	-2%	-25%	-5%
C[C@H](NC(=O)[C@@H](N)Cc1ccc(O)cc1)C(=O)NCC(=O)N(C)[C@@H](Cc1ccccc1)C(=O)N[C@H](CO)CCS(C)=O (some centres not stated)	2%	.	5%	-1%	-4%	.	-12%	6%
CN(C)C1(CNC(=O)c2ccc(Cl)c(S(=O)(=O)NCc3ccco3)c2)CCCCC1	-16%	31%	-11%	7%	0%	-2%	5%	-22%
O=C1C(=O)c2ccccc2-c2ccccc21	-22%	?	3.2µM*	-106%[inhibitor]	?	?	-96%[inhibitor]	2%
O=c1[nH]cc(COCC(F)(F)C(F)(F)C(F)(F)F)c(=O)[nH]1	7%	-13%	7%	7%	1%	7%	-45%[inhibitor]	-7%
COc1cccc(-n2nc(C(=O)N3CCC4(CC3)OCCO4)c3ccccc3c2=O)c1	-3%	2%	-9%	12%	5%	?	7%	?
Cc1cc(/C=C2/C(=O)NC(=O)N(C)C2=O)c(C)n1-c1ccccc1	0%	-19%[9.22 µM]	-12%	-4%	-6%	-5%	-34%[inhibitor]	2%
CCCC12CN3CC(C)(CN(C1)C3c1ccccn1)C2=O (configuration not stated)	-4%	.	-3%	-2%	-6%	.	.	.
CCOP(=S)(OCC)Oc1nc(Cl)c(Cl)cc1Cl	-17%	.	?	-3%&2%	?	-6%	-6%	?
CCCCn1c(=O)c(C(=O)Nc2ccccc2S(N)(=O)=O)c(O)c2ccccc21	-20%	?	-6%	14%	-4%	?	2%	-11%

Screens (PubChem)

The list is partial (hit frequency here may not be typical).
